Compound activity from PubChem.
OX1R FRET antag – blocks the human orexin 1 receptor | O43613 | OX1R-expressing cells, FRET antagonist read-out | inhibition, % at 6.6 µM | hit rate 1.8% among 330,000 | AID 485270; in the data active = inhibition mostly above about 38%, no sharp cut-off; inactive = mostly below about 40%;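 note: 0% = agonist challenge alone and 100% = reference antagonist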
Target sequence (O43613 whole entry, looked up): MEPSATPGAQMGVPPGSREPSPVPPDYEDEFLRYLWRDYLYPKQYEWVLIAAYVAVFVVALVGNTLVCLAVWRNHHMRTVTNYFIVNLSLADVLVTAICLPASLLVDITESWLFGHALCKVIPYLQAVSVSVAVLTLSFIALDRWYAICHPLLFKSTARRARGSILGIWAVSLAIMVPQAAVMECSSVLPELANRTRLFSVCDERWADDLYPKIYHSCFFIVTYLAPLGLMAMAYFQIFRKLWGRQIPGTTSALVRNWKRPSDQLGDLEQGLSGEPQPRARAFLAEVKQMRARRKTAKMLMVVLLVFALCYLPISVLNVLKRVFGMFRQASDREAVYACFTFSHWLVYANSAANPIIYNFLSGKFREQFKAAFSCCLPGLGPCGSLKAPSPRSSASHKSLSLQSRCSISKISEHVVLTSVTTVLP
STK33 inh – human STK33 kinase inhibition; purified STK33, MBP phosphorylation, ADP-Glo luminescence; Q9BYT3; inhibition, % at 10 µM; hit rate 0.073% among 320,000; AID 2661;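 active = inhibition at or above 25%, using the most active replicate where run in duplicate; inactive = inhibition below 25%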
Target sequence (Q9BYT3 whole entry, looked up): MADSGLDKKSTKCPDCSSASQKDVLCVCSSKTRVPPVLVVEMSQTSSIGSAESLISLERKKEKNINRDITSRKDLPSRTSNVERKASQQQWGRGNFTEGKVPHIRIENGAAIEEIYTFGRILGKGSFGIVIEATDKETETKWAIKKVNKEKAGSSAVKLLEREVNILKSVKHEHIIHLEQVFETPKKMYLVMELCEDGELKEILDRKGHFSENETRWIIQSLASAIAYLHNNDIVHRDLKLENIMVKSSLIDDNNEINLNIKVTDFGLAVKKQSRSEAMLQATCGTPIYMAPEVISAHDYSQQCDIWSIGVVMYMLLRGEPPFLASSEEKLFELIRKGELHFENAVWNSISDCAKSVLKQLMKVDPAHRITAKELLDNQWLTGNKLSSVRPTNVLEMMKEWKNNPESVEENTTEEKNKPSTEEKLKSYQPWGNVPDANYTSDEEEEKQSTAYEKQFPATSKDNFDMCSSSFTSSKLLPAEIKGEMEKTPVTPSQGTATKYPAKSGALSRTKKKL
* marks the source's active call; other numbers are inactive results; / = not tested or not shown.

OX1R FRET antag,STK33 inh,SMILES
27,-0.8,Cc1nn(-c2ccccc2)c(Cl)c1C(=O)NCC(C)c1ccccc1 (stereo unspecified)
2,0.4,COc1cc(NC(=O)CN2C(=O)COc3ccc(S(=O)(=O)N4CCCC4)cc32)cc(OC)c1
-1,0.0,Cc1ccccc1C(OCC(O)CN1CCC(C(N)=O)CC1)c1ccccc1 (stereo unspecified)
4,0.7,Cc1ccc(N2C(=O)[C@@H]3[C@H](C2=O)[C@H]2C=CC=NN2[C@@H]3C(=O)Nc2ccccc2)cc1
6,-1.2,CC(C)CCOP(=O)(c1ccc(N(C)C)cc1)C(O)c1c(Cl)cccc1Cl (stereo unspecified)
9,-0.6,Cc1ccc(C(C)(c2ccc(N)cc2)c2ccc(N)cc2)cc1
16,-0.5,CCOC(=O)c1c(C)[nH]c(C(=O)NCCN2CCOCC2)c1C
32,6.1,Cc1ccc[n+](CC(=O)Nc2ccc(Cl)c([N+](=O)[O-])c2)c1
-1,-0.4,CNC(=S)N(CCc1c(C)[nH]c2ccc(OC)cc12)Cc1cccnc1
9,1.4,NNC(=O)c1csc(-c2ncc(C(F)(F)F)cc2Cl)n1
47,4.1,O=c1oc2ccccc2c(O)c1/C=N/c1ncccn1
26,-0.4,C/C(=N\NC(=S)NC1CCCCC1)c1cccs1
7,-0.8,Cn1c(=O)c2c(SC3CCCC3)nc(C3CC3)nc2n(C)c1=O
2,0.0,CCc1ccc(NC2CC(=O)N(CCc3ccc(OC)c(OC)c3)C2=O)cc1 (stereo unspecified)
17,-2.5,Cc1ccc(S(=O)(=O)Oc2ccc(/C=N/NC(=O)c3nn(C)cc3[N+](=O)[O-])cc2)cc1
8,2.9,O=C(c1ccncc1)N1CCN(C2CCC(c3ccccc3)CC2)CC1 (stereo unspecified)
6,-2.2,CC1CCc2ccccc2N1C(N)=Nc1ccccc1 (stereo unspecified)
2,-0.1,CCCNC(=O)C(Cc1cccc(Br)c1)NC(=O)c1ccc(C#N)cc1 (stereo unspecified)
13,-0.8,CCOC(=O)c1sc(-c2ccccc2)cc1NC(=O)Nc1ccccc1
5,-1.1,CN1CCN(C(=O)CSc2nc3c(c(=O)n(C)c(=O)n3C)n2C)CC1
28,-1.6,O=C(CCN1C(=O)c2ccccc2C1=O)C1=NN[C@@H]2C(=O)N(c3ccc(F)cc3)C(=O)[C@H]12
4,-1.7,Cn1cc(C=O)c2ccccc21
16,-2.1,Cc1ccc(-c2nnc(C)c(N3CCCC3)n2)cc1
0,2.2,O=C(COC(=O)c1ccc[nH]c1=O)NC1CCCCCC1
106*,-3.5,O=C1CCC(C(=O)NCCN2C(=O)S/C(=C\c3cccnc3)C2=O)=NN1
28,-0.5,CCOC(=O)C1C(=O)C=C(/C=C/c2ccc(N(C)C)cc2)CC1c1ccccc1 (stereo unspecified)
38,-1.9,Fc1ccc(F)c(NC(=S)NCCc2ccccc2)c1
24,-1.4,CC(=O)CCS(=O)(=O)c1ccc(C)c(C)c1
8,0.2,CCN(CC)S(=O)(=O)c1ccc(N/N=C(\C)c2ccncc2)nc1
6,-0.4,CCc1ccc2nc(NC(=O)C3CCN(c4ncnc5sc(C)c(C)c45)CC3)sc2c1

3 compounds out of the list, sorted by SMILES length, highest first.
OX1R FRET antag,STK33 inh,SMILES
106*,-3.5,O=C1CCC(C(=O)NCCN2C(=O)S/C(=C\c3cccnc3)C2=O)=NN1
0,2.2,O=C(COC(=O)c1ccc[nH]c1=O)NC1CCCCCC1
16,-2.1,Cc1ccc(-c2nnc(C)c(N3CCCC3)n2)cc1

Remaining list, next part.
OX1R FRET antag,STK33 inh,SMILES
37,-1.3,Cc1nc2ccc(NS(=O)(=O)c3ccc(C)c(C)c3)cc2s1
10,-1.8,O=C(O)C1CCCN(S(=O)(=O)c2ccc(Br)s2)C1 (stereo unspecified)
29,-1.3,COc1ccc(C(=O)COC(=O)c2ccc(NC(C)=O)cc2)cc1[N+](=O)[O-]
8,-1.7,O=C1C2CC=CCC2C(=O)N1CC1CCCO1 (stereo unspecified)
7,2.8,Cc1cccc(OCCCCCNCCO)c1
21,-2.1,CCOC(=O)CSc1ncnc2c1cnn2-c1ccc(Cl)cc1
14,-3.5,Cn1c(=N)n(CC(=O)c2ccccc2)c2ccccc21
8,0.0,O=[N+]([O-])c1ccccc1-c1nc(-c2ccc(Br)o2)no1
9,-0.6,CN=c1scc(-c2ccc(OC)cc2)n1/N=C(\C)c1cccnc1
4,0.8,COc1ccc(/C=C/C(=O)OCC(=O)N2CCCCCC2)c(OC)c1
2,2.2,CC(NC(=O)c1ccco1)C(=O)N1CCN(c2cccc(C(F)(F)F)c2)CC1 (stereo unspecified)
5,1.1,COc1ccc(OC)c(CNc2nc3ccccc3n2CCN2CCCCC2)c1
9,-0.5,COc1ccc(S(=O)(=O)NC2CCCC2)cc1NC(C)=O
20,-0.7,O=C(C1CCC(=O)N(C2CCCC2)C1)N1CCN(Cc2cccc(F)c2)CC1 (stereo unspecified)
9,-0.1,CCCC(=O)NCCc1ccc(S(N)(=O)=O)cc1
23,-1.6,C=CCn1c(O)c(N=NC(=O)c2ccc3c(c2)OCO3)c2ccccc21
51,-1.4,O=S(=O)(c1ccc(F)cc1)N1CCC(n2cnc3ccccc32)CC1
13,-2.2,Nc1cccc(Cl)c1N1CCOCC1
10,-0.6,Cn1c(=O)c2c(nc(CN3CCc4ccccc4C3)n2CCCO)n(C)c1=O
19,-1.0,Cc1ccc(NC(=O)c2ccc([N+](=O)[O-])s2)cc1S(=O)(=O)N1CCOCC1
22,1.0,O=C(Nc1ccc(OC(F)F)c(Cl)c1)c1ccccn1
/,0.5,CCCCCC(O)(c1ccccc1)C(CN1CCOCC1)c1ccccc1 (stereo unspecified)
12,0.6,CC(C)(C)OC(=O)[C@H](Cc1ccccc1)NC(=O)c1nc[nH]c1C(=O)N[C@@H](CCCCN)C(=O)OC(C)(C)C
6,-0.3,Cc1ccc(NC(=O)CSc2nc3ncc(Br)cc3[nH]2)cc1C
33,-1.1,Cc1ccc(NC2=NCC(=O)N2Cc2ccc3c(c2)OCO3)c(C)c1
15,0.4,CC(C)c1cc(N2CCC(=O)NC2=O)cc(C(=O)O)c1O
7,-0.6,O=C(Nc1ccc(OC(F)(F)F)cc1)C1CC(c2ccc(F)cc2)=NO1 (stereo unspecified)
34,0.2,COCc1ccc(C(=O)NC2CC(C)(C)Cc3c2cnn3-c2ccc(C)cc2)o1 (stereo unspecified)
21,-1.2,O=C(Nc1ccc2c(c1)Cc1ccccc1-2)c1ccc(Br)o1
/,3.0,N#Cc1ccc(NC(=O)Nc2cccc(C#N)c2)cc1

Compound profiles, from the list above. Order of screens: OX1R FRET antag | STK33 inh
Cc1ccc(NC2=NCC(=O)N2Cc2ccc3c(c2)OCO3)c(C)c1 as listed: 33 | -1.1
O=C(Nc1ccc2c(c1)Cc1ccccc1-2)c1ccc(Br)o1 as listed: 21 | -1.2
Nc1cccc(Cl)c1N1CCOCC1 as listed: 13 | -2.2
O=S(=O)(c1ccc(F)cc1)N1CCC(n2cnc3ccccc32)CC1 as listed: 51 | -1.4

The main list resumes, repeating the four entries before the break.
OX1R FRET antag,STK33 inh,SMILES
7,-0.6,O=C(Nc1ccc(OC(F)(F)F)cc1)C1CC(c2ccc(F)cc2)=NO1 (stereo unspecified)
34,0.2,COCc1ccc(C(=O)NC2CC(C)(C)Cc3c2cnn3-c2ccc(C)cc2)o1 (stereo unspecified)
21,-1.2,O=C(Nc1ccc2c(c1)Cc1ccccc1-2)c1ccc(Br)o1
/,3.0,N#Cc1ccc(NC(=O)Nc2cccc(C#N)c2)cc1
19,-0.6,COc1cc(O)oc1C=Nc1ccc(C(=O)O)cc1
6,-1.4,Cc1ccc(NC(=O)CN2C(=O)NC(C)(c3ccc4c(c3)OCO4)C2=O)cc1 (stereo unspecified)
13,3.7,CCOc1ccc(CN(C)C(C)C(=O)NCCc2ccc(F)cc2)cc1 (stereo unspecified)
28,-0.7,CCCCN1C(=O)C(=O)N(c2ccccc2)C1=S
6,-1.6,CCC(=O)NC(c1cccc([N+](=O)[O-])c1)c1c(O)ccc2ccccc12 (stereo unspecified)
17,-1.4,Cc1ccccc1OCCc1c(C)[nH]c(=S)[nH]c1=O
0,-1.3,COc1ccc(NC(=O)Cn2nnc(-c3ccccc3N)n2)cc1OC
16,0.6,O=C(CCc1ccccc1)Nc1c(F)cccc1F
11,8.2,CC(=O)c1ccc(OCc2cc(C(=O)N3CC[C@@H]4CCCC[C@H]4C3)no2)cc1
10,-2.4,Cc1cccc(N2CC(C(=O)Nc3ccccc3N3CCCC3)CC2=O)c1C (stereo unspecified)
37,1.4,CCOC(=O)c1sc(Nc2nc3c(OC)cccc3s2)nc1C
23,3.4,CCOC(=O)N1CCc2c(sc3ncn(Cc4ccc(F)cc4)c(=O)c23)C1
6,-0.4,CCOC(=O)c1cccnc1SC(CC)C(=O)NCc1ccco1 (stereo unspecified)
16,1.8,COCC(=O)NCc1ccc2c(c1)cc(C)n2C
25,-2.8,COc1ccc(/C(C)=C2\SC(=S)N(CCC(=O)O)C2=O)cc1
25,-1.4,CCC(C)NC(=O)CC(NS(=O)(=O)c1ccc(Cl)cc1)c1ccco1 (stereo unspecified)
25,0.0,CC(NS(=O)(=O)c1ccc([N+](=O)[O-])cc1)C(c1cccs1)N1CCOCC1 (stereo unspecified)
1,0.9,CCOC(=O)c1c(NC(=O)CN2CCOCC2)sc(C(=O)NC)c1C
10,-0.2,CCCCN(C)C(=O)c1nc2ccccn2c1CN1CCSCC1
9,2.8,CN(C)/N=C/c1ccc(OC(=O)c2cccc([N+](=O)[O-])c2)cc1
7,-0.7,CSCCC1C(=O)OC2(C)CC(C)(C)NC(=S)N12 (stereo unspecified)
5,0.0,Cc1nc2ncnn2c(C)c1CCC(=O)NCc1ccccc1
38,-1.0,O=C(O)c1cccc(Oc2ccccc2[N+](=O)[O-])c1
4,0.0,CSC1=C(C#N)C(c2sccc2C)CC(=O)N1 (stereo unspecified)
15,0.5,CC(=O)c1ccc(NC(=O)COC(=O)c2ccccc2N=Nc2ccc(N(C)C)cc2)cc1
21,0.2,COc1ccc(C(=O)CCN2CCc3cc(OC)c(OC)cc3C2)cc1
26,1.7,Cc1cc(OCC(=O)NC(Cc2ccc(Cl)cc2)C(=O)O)c2c(C)c(C)c(=O)oc2c1 (stereo unspecified)
11,-0.6,CCOc1ccc(OCCN2C(=O)NC3(CCCc4ccccc43)C2=O)cc1 (stereo unspecified)
27,-0.9,O=C(CSc1nnnn1-c1ccc(Cl)cc1)NNC(=O)c1ccc([N+](=O)[O-])cc1
29,-0.7,O=C(Nc1ccn(Cc2ccccc2F)n1)c1ccc(COc2ccccc2Cl)cc1
11,0.9,O=C(CCNC(=O)c1ccc(Br)cc1)Nc1cccc(S(=O)(=O)N2CCCCCC2)c1
22,0.2,N#Cc1ccc(C(=O)Nc2cc(-c3ccccc3)nn2-c2ccccc2)cc1
-8,-0.3,Cc1cc(C)c(S(=O)(=O)c2ccccc2)c(=O)[nH]1
13,-1.0,CCOC(=O)c1cc[n+](CC(=O)c2ccc(F)cc2)cc1
4,-1.6,O=C(NNC(=O)c1ccccc1-n1cccc1)c1cccc(Cl)c1
47,-0.7,Cc1c(C(=O)Nc2ccc(OC(F)(F)F)cc2)sc2nc3n(c(=O)c12)CCC3
12,2.9,Cn1c(SCC(=O)Nc2ccc(NC(=O)c3cccs3)cc2)nnc1-c1ccncc1
23,-0.8,O=C(Nc1cccc2c1N(C(=O)c1ccco1)CCC2)c1ccco1
5,1.2,CN(C)c1ccc(C(=O)OCC(=O)Nc2cccc(S(=O)(=O)N3CCCC3)c2)cc1
90*,-0.4,CC(=O)Nc1cccc(OCC(=O)NC(C)c2ccc3ccccc3c2)c1 (stereo unspecified)
7,-1.1,O=C(NCCc1ccc(Cl)cc1)c1cc(=O)[nH]c2ccccc12
6,-0.2,O=c1[nH]c2ccccc2n1CCC1CCCCC1
1,0.3,Cc1ccc(NC(=S)N(CCC(C)C)C(C)c2ccncc2)c(Cl)c1 (stereo unspecified)
5,-1.3,CCCc1nn(C)c(C(=O)Nc2cccc(C)c2)c1Cl
12,-3.1,O=C(CC12CCC(CC1)C2)NCc1ccc2c(c1)OCO2
7,-0.5,O=C(Nc1cc(S(=O)(=O)N2CCOCC2)ccc1OCC(F)(F)F)c1ccc(N2CCCC2=O)cc1
16,-0.8,O=C(Nc1cccc2cccnc12)c1cccc([N+](=O)[O-])c1
-12,5.7,O=C(N/N=C/c1cn[nH]c1-c1ccccc1)c1ccco1
19,-0.5,COC(=O)CN1C(=O)[C@@H]2[C@H](C1=O)[C@@H]1CC(C(=O)OC)=C[C@@H](C(=O)OC)[C@@H]3C1=C(C(=O)[C@@]3(C)NC(=O)c1ccccc1)[C@@H]2C
2,0.2,Cc1c(Cl)cccc1NC(=O)CSCC(N)=O
3,-3.2,CC(C)c1ccc(NC(=O)COC(=O)C2CCCCC2)cc1
13,-2.0,Cc1ccc(NC(=O)C2CCN(S(=O)(=O)c3cccc(C(F)(F)F)c3)CC2)nc1
16,1.9,O=C(COC(=O)c1ccc(S(=O)(=O)N2CCOCC2)cc1)NCc1cccs1
4,-1.7,COc1ccc(NC(=O)c2ccccc2NC(=O)c2ccccc2C(=O)O)c(OC)c1
28,0.1,CC1CCCCN1C(=O)C1CCCN(S(=O)(=O)c2cccc3nsnc23)C1 (stereo unspecified)
14,-2.2,CC(=O)c1c(C)[nH]c(C(=O)N2CCN(c3ccccn3)CC2)c1C
9,-2.4,CCN(CC)S(=O)(=O)c1ccc(N2CCOCC2)c(NC(=O)c2ccccc2F)c1
4,-1.1,CCN(CC(=O)Nc1c(F)cccc1F)C(=O)CNC(=O)c1cccs1
19,-3.0,CSCCC(NC(N)=O)C(=O)Nc1ccc2ccccc2c1 (stereo unspecified)
18,-2.0,CC(C)OC(=O)c1cccnc1N1CCN(c2ccc(F)cc2)CC1
